miR122 inh = blocks miR-122 activity in Huh7 sensor cells; activation (reporter increase), % at 12.5 µM; 340,000 compounds, 0.3% hits; AID 602342; Huh7 miR-122 Renilla luciferase sensor, 48 h; neutral wells = 0, positive control = 100;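 active = mean replicate activation score at least 90 and every replicate individually at or above 90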;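 also: higher luciferase means less miR-122 activity so hits act as miR-122 inhibitors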
FN deposit inh = fibronectin deposition inhibition. inhibition, % at 12.6 µM. AH1F fibroblasts, Alexa488-fibronectin deposition fluorescence, overnight. AID 743247. 350,000 compounds, 0.086% hits;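 active = mean inhibition across replicates of 30% or more, regardless of how many single replicates reach that level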;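 also: positive control wells lacked labelled fibronectin entirely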
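Assay system: AH1F fibroblasts assembling fluorescent fibronectin matrix; Amount: 10000 AH1F cells per well; Buffer or medium: DMEM, 2% serum; Probe or stimulus: Alexa488-fibronectin, 24 nM final in well; Doses: single compound dose, delivered by pin transfer; Incubation: 1 h adhesion, overnight exposure; Measured by: fluorescence 485/525 nm; Read-out: fibronectin deposition inhibition.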
Cneo AK release = Cryptococcus neoformans lysis via adenylate kinase release; C. neoformans lysis, adenylate kinase release luminescence, 4 h; normalised: neutral wells 0, clomiphene wells 100; lysis activity, % at 15 µM; 360,000 compounds, 0.2% hits; AID 651654;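 active = mean lysis activity across replicates of at least 80%, whatever share of replicates individually reach that level; inactive = mean lysis activity below 80%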
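Test system: log-phase Cryptococcus neoformans yeast cells. Input: 5 × 10^6 yeast cells/mL. Medium: fresh YPD growth medium. Doses: single dose. Incubation: static 4 h at 37 °C with compound, 1 h detection. Measured by: luminescent adenylate kinase detection reagent. Read-out: signal increase indicating cell lysis. Benchmarks: Clomiphene.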
PGC1a acetyl inh = lowers PGC1a acetylation signal in U2OS cells; AlphaScreen anti-acetyl-lysine; with virally co-expressed GCN5 acetyltransferase; inhibition, % at 15.6 µM; 350,000 compounds, 0.17% hits; AID 651687;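 active = every replicate shows inhibition of at least 40%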;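 also: 0% = neutral control wells and 100% = positive control wells; some results beyond the cut were filed as inactive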
Casp6 inh = blocks human caspase-6 cleavage activity | P55212 | purified caspase-6, Z-VEID-R110 cleavage fluorescence | inhibition, % at 12.5 µM | 350,000 compounds, 0.53% hits;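 active = mean inhibition across replicates at least about 35%, with every replicate also reaching that limit, limit read from the data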;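 also: 0% = median of neutral control wells and 100% = no fluorescence left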
Target sequence (P55212 24-179 limits assumed): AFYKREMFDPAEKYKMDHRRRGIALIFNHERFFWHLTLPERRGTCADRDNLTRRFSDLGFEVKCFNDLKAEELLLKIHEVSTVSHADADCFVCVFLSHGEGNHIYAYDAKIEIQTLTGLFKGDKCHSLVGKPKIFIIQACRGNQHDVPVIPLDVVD
Target sequence (P55212 194-293 limits assumed): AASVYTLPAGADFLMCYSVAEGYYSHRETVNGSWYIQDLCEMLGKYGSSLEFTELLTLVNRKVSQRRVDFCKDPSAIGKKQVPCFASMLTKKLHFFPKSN
EWS-Fli inh = blocks EWS/Fli oncoprotein-driven transcription; inhibition, % at 12.6 µM; A673 NR0B1-luciferase reporter, viability-normalised; 350,000 compounds, 0.67% hits;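 active = mean inhibition of at least 50% after viability correction, with every replicate also passing that limit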;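 also: firefly luciferase signal divided by Alamar Blue viability fluorescence both relative to DMSO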
LGR2 antag = Drosophila LGR2 receptor signaling inhibition. HEK293 LGR2, CRE-luciferase, bursicon-stimulated, 4 h. inhibition, % at 9.99 µM. 380,000 compounds, 0.35% hits. AID 720647;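 active = drop in luminescence signal, shown as inhibition above about 50% in the replicate tests, limit read from the data, passing the limit was not always enough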;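 also: agonist challenge used bursicon conditioned medium at about half maximal strength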
PAX8 reporter = PAX8 transcriptional activity inhibition | RMG-I TPO-luciferase reporter, SteadyGlo, 24 h | inhibition, % at 12.6 µM | 360,000 compounds, 1.2% hits | AID 652154;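 active = mean replicate inhibition at least 60% with every replicate also reaching 60%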;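 also: luciferase light reporting Pax8 driven TPO promoter activity; plate controls were median of neutral control wells for no effect and mitoxantrone controls for full effect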
* hit, by the source's call; . = not tested or not shown; [ ] = remark or other dose. Some of the compounds tested, so the mix of outcomes need not match the whole.

SMILES	miR122 inh	FN deposit inh	Cneo AK release	PGC1a acetyl inh	Casp6 inh	EWS-Fli inh	LGR2 antag	PAX8 reporter
O=C(COc1ccccc1)Nc1ccc(Cl)cc1C(=O)c1ccccc1	-2	7	-2	12	.	.	10	31
ClCCN(CCCl)c1ccc(C2=NCCc3ccccc32)cc1	-5	6	.	3	5	11	5	-4
COC(=O)C1=C(c2ccc(F)cc2OCc2ccccc2)C[C@@H]2CC[C@H]1N2C(=O)NCc1ccc(F)cc1	-8	-7	4	7	0	8	12	7
CC(C(=O)Nc1ccc(Br)cc1C(=O)c1ccccc1)N1CCOCC1 (configuration not stated)	18	-1	0	-16	.	.	.	-2
CCOP(=S)(OCC)N1CC1	-4	.	-1	0	-5	-8	10	-14
CCOP(=O)(OCC)C(NC(=O)C(C)C)C(Cl)(Cl)Cl (configuration not stated)	-5	-3	-1	-3	.	.	.	-11
CCCCn1c(O)c(C(C)=NCCN2CCOCC2)c(=O)[nH]c1=O	-6	17	0	0	.	.	.	3
CCC(=NCc1ccco1)c1c(O)n(-c2ccccc2C)c(=O)[nH]c1=O	.	1	2	-8	2	-6	9	-16
COC(=O)C1=C(c2ccc(OC(F)(F)F)cc2)C[C@@H]2CC[C@H]1N2C(=O)NCCOc1ccccc1Cl	-10	5	-2	-15	1	6	25	14
Clc1ccccc1CNCCc1c[nH]c2ccccc12	5	3	2	.	-2	0	-9	-16
COc1cccc(N=Cc2c(O)n(Cc3ccco3)c(=O)[nH]c2=O)c1	.	-5	.	9	-2	-1	-13	23
Nc1ccc(Cl)cc1C(=O)c1ccccc1	.	-20	.	.	-1	-2	-2	-6
O=c1[nH]c(=S)n(Cc2ccc(F)cc2)c(O)c1C=NCc1cccnc1	0	-3	2	-3	.	.	.	-2
COC(=O)C1=C(c2ccccc2OCc2ccccc2)C[C@@H]2CC[C@H]1N2C(=O)NCc1ccc(OC)c(OC)c1	.	4	1	.	-2	7	3	35
CCOP(=O)(OCC)C1(O)C(=O)Nc2ccc(Br)cc21 (configuration not stated)	3	0	.	.	.	.	19	3
O=C1NC(=O)N(c2cccc(Cl)c2)C(=O)/C1=C\c1ccc(Sc2nc3ccccc3[nH]2)o1	.	-11	.	.	70*	-1	27	1
COc1ccc(-c2[nH]ncc2CNC(C)Cc2ccsc2)c(F)c1 (configuration not stated)	.	.	.	.	-2	-1	-11	8
Cc1ccccc1-n1c(C)cc(/C=C2/C(=O)NC(=O)N(Cc3ccco3)C2=O)c1C	-16	6	3	.	14	-7	-26	-29
CN1C(=O)C(=Cc2ccc(N3CCCCCC3)cc2)C(=O)N(C)C1=O	-2	11	2	-3	-1	2	-5	-1
NC(N)=N/N=C/c1cn(-c2ccccc2)nc1-c1cccs1	.	35*	.	.	2	6	106*	17
COC(=O)C1=C(c2cccc(C#N)c2)C[C@@H]2CC[C@H]1N2C(=O)N1CCC(O)CC1	3	-2	-2	.	0	6	7	-20
O=[N+]([O-])c1cccc2c([N+](=O)[O-])cccc12	-3	.	2	-10	-1	-2	-1	.
COC(=O)C1=C(c2ccccc2)C[C@@H]2CC[C@H]1N2C(=O)N1CCCCC1	0	5	2	-13	.	0	-9	9
CC[C@H]1OC(=O)C[C@@H](O)[C@H](C)[C@@H](O[C@@H]2O[C@H](C)[C@@H](O[C@H]3C[C@@](C)(O)[C@@H](O)[C@H](C)O3)[C@H](N(C)C)[C@H]2O)[C@@H](CC=O)C[C@@H](C)C(=O)/C=C/C(C)=C/[C@@H]1CO[C@@H]1O[C@H](C)[C@@H](O)[C@@H](OC)[C@H]1OC	-1	2	0	9	4	4	.	-3
COc1cc(C(=S)N2CCOCC2)cc(OC)c1OC(=O)Cc1ccccc1	1	-1	.	-7	1	11	-3	11

Three compounds already listed, arranged by formula weight, highest first.
SMILES	miR122 inh	FN deposit inh	Cneo AK release	PGC1a acetyl inh	Casp6 inh	EWS-Fli inh	LGR2 antag	PAX8 reporter
O=c1[nH]c(=S)n(Cc2ccc(F)cc2)c(O)c1C=NCc1cccnc1	0	-3	2	-3	.	.	.	-2
COC(=O)C1=C(c2ccccc2)C[C@@H]2CC[C@H]1N2C(=O)N1CCCCC1	0	5	2	-13	.	0	-9	9
Clc1ccccc1CNCCc1c[nH]c2ccccc12	5	3	2	.	-2	0	-9	-16

Next structures.
SMILES	miR122 inh	FN deposit inh	Cneo AK release	PGC1a acetyl inh	Casp6 inh	EWS-Fli inh	LGR2 antag	PAX8 reporter
CCOC(=O)c1cc2c(cn1)[C@@H](CCO)NC2	.	.	0	.	8	3	-11	0
C=C1C(=O)OC2CC3(C)OC3CCC(C)=CC(OC(C)=O)C12 (configuration not stated)	-1	.	.	-118	16	-1	40*	95*
COc1c(C)cc(C(=O)C2CCCN(Cc3cccc(O)c3)C2)cc1C (configuration not stated)	.	-1	2	.	2	4	7	9
COc1cc2c(cc1OC)C(C)NCC2 (configuration not stated)	-3	0	-1	2	6	0	8	-1
CN(C)C(Cc1ccc(C#N)cc1)C(=O)c1ccccc1 (configuration not stated)	-8	1	0	.	-1	-9	18	-11
Cc1nc2ccccc2c(=O)n1-c1ccc([N+](=O)[O-])cc1	-5	-2	1	0	0	-54	-19	-34
OC12CCCCC1C(c1ccccc1)NCC2 (configuration not stated)	-3	-13	-1	-13	.	.	.	.
COc1ccc(CCNCc2c(OC)ccc3ccccc23)cc1	-8	-3	3	-13	0	1	-14	-5
c1ccc(-n2ccnc2)cc1	-13	-1	-1	21	-7	-6	-42	-6
CN1CCN(Cc2ccccc2Sc2ccccc2)CC1	0	.	6	-10	.	.	1	.
COc1nc2ccccc2nc1N1CCN(C)CC1	.	8	3	.	0	-19	-22	-9
CCc1c(C(=O)NN2C(=O)C3C4CCC(O4)C3C2=O)csc1C (configuration not stated)	-5	-7	0	.	1	-3	-2	-33
CNC(=O)Oc1ccc2ncccc2c1	-14	.	-3	4	1	36	24	8
O=C1NCN(c2ccccc2)C12CCN(C(c1ccnc3ccccc13)c1nnnn1Cc1ccccc1)CC2 (configuration not stated)	4	11	-11	-12	1	9	-14	16
CCOC(=O)N(CC)c1ccc(C(O)(C(=O)OC)C(F)(F)F)cc1 (configuration not stated)	-3	14	3	0	.	.	.	.
CC(=O)NC(Cc1ccc(N(CCCl)CCCl)cc1)C(=O)NCC(=O)NCC(=O)O (configuration not stated)	.	0	.	.	0	9	10	-1
CCN(CC(=O)Nc1ccc(C#N)c(Cl)c1)CC(=O)NC(C)(C)C	3	-9	-2	8	1	-6	3	29
COc1ccc(C(=O)OC2CC3CCC(C2)[N+]3(C)[O-])cc1OC (configuration not stated)	.	4	0	.	-8	19	-17	-4
COc1ccc(CC(C)Nc2cccc(F)c2)cc1 (configuration not stated)	-3	-3	5	7	4	7	-11	26
CCN(CC)C(=O)c1ccc(NC(=O)CNC(C)c2cccc3ccccc23)cc1 (configuration not stated)	.	3	2	.	1	6	-4	19
COc1ccccc1N1CCN(Cc2cc(C)c(C)cc2O)CC1	10	2	-3	0	0	.	-6	1
COc1ccccc1OCCCn1cc(C=O)c2ccccc21	-2	6	4	-22	4	-12	-74	-54
O=S(=O)(c1cccc(C(F)(F)F)c1)N1Cc2ccccc2-n2nncc2C1	-2	5	2	6	0	7	1	-2
O=c1c2ccccc2nc(-c2ccoc2)n1-c1ccccc1Cl	-14	-1	2	-10	.	.	-1	.
CCC(=NC1CC1)c1c(O)n(C2CCCCC2)c(=O)[nH]c1=O	4	4	0	-5	.	.	.	.

(continued)
SMILES	miR122 inh	FN deposit inh	Cneo AK release	PGC1a acetyl inh	Casp6 inh	EWS-Fli inh	LGR2 antag	PAX8 reporter
CSc1ccc(CN2CCN(C(=O)Cc3ccccc3)CC2)cc1	2	-7	4	1	2	1	-11	8
Cc1ccc(-c2nc3ccccc3c(=O)n2-c2cccnc2)cc1	.	7	.	.	2	-6	3	-3
COC(=O)C1=C(c2ccc(-c3ccccc3)c(F)c2)C[C@@H]2CC[C@H]1N2C(=O)NC1CCCCC1	3	11	-3	-17	-2	5	21	20
COc1c(C)cc(C(=O)C2CCCN(Cc3cccc(C)n3)C2)cc1C (configuration not stated)	.	-6	.	.	1	-1	-1	22
c1csc(CN2CCNCC2)c1	.	1	.	-4	-41	1	-1	-5
CC(C)=CCN1CC[C@@]2(C)c3cc(O)ccc3CC1C2C (some centres not stated)	3	.	0	-2	-2	-6	-12	.
COc1ccc(CC2(CCc3ccncc3)C(=O)NC(=O)NC2=O)c(OC)c1	1	-23	.	37	1	3	-15	11
CCCCOC(=O)c1ccccc1C(=O)OCCCC	-6	9	1	0	1	2	14	-9
O=C1NC(=O)N(Cc2ccc(F)cc2)C(=O)/C1=C\C=C\c1ccco1	-1	-2	2	-6	23	55*	7	24
CCN(CCNc1ccc([N+](=O)[O-])c2cccnc12)S(=O)(=O)c1ccccc1	-1	.	0	.	.	.	-18	14
COC1=CC23CCCN2CCc2cc4c(cc2C3C1O)OCO4 (configuration not stated)	-2	.	0	-1	8	-4	.	.
O=C1/C(=C/c2cccc([N+](=O)[O-])c2)N2CCC1CC2	.	7	.	.	-2	-3	8	6
COc1cc(/C=C2/C(=O)NC(=O)N(c3ccccc3)C2=O)ccc1O	.	-2	.	.	8	.	0	22
CCOP(=O)(OCC)c1cccc(OP(=O)(c2cccc([N+](=O)[O-])c2)c2cccc([N+](=O)[O-])c2)c1	-7	11	0	11	-1	-3	6	-17
O=C1NC(=O)C2(Cc3cc([N+](=O)[O-])ccc3N3CCN(C(=O)c4ccccc4)CC32)C(=O)N1 (configuration not stated)	-5	7	-2	12	.	-6	18	-14
C#CC1(OC(=O)c2ccccc2)CC(C)N(C)CC1C (configuration not stated)	4	2	-1	6	-2	11	2	1
CC1(O)CCC2C3CCC4=CC(=O)CCC4(C)C34OC4CC21C (configuration not stated)	.	0	-1	2	3	0	-9	8
O=S1(=O)N(Cc2ccc(F)cc2)CCCN1Cc1ccccc1Cl	24	0	-1	-14	0	-1	12	-17
O=C(Cc1ccccc1)N1C[C@@H]2[C@H](c3ccccc31)[C@@H](CO)N2Cc1ccccc1	-17[16.7 µM]	.	3	-7	2	4	3	13
CC1=CC(=O)NP(=O)(Oc2ccc3ccccc3c2)N1 (configuration not stated)	5	.	3	14	.	.	-2	.
CCOP(=O)(OCC)c1cccc(O)c1	1	1	-3	-13	1	-9	.	-13
O=C(O)c1ccc(NC(=O)N2C[C@H]3C[C@@H](C2)c2cccc(=O)n2C3)cc1	-6	.	-2	9	2	1	6	.
O=C(c1c[nH]c2ccc(S(=O)(=O)N3CCOCC3)cc2c1=O)N1CCC2(CC1)OCCO2	-8	-11	1	2	3	1	8	16
CSCCC(c1nnnn1Cc1ccccc1)N1CCC(n2c(=O)[nH]c3ccccc32)CC1 (configuration not stated)	-4	3	0	7	5	36	15	97*

A few values from above.
LGR2 antag with `COC(=O)C1=C(c2ccc(-c3ccccc3)c(F)c2)C[C@@H]2CC[C@H]1N2C(=O)NC1CCCCC1` stands at 21
FN deposit inh with `O=S1(=O)N(Cc2ccc(F)cc2)CCCN1Cc1ccccc1Cl` stands at 0
LGR2 antag with `CSCCC(c1nnnn1Cc1ccccc1)N1CCC(n2c(=O)[nH]c3ccccc32)CC1` (configuration not stated) stands at 15
LGR2 antag with `CCN(CCNc1ccc([N+](=O)[O-])c2cccnc12)S(=O)(=O)c1ccccc1` stands at -18
LGR2 antag with `C#CC1(OC(=O)c2ccccc2)CC(C)N(C)CC1C` (configuration not stated) stands at 2
Casp6 inh with `CCOP(=O)(OCC)c1cccc(O)c1` stands at 1
